High-throughput results as filed in PubChem BioAssay.
T cell HTS – modulators of CD8 T cell-vesicle binding, primary screen, mouse 2C CD8+ T cells, flow cytometry; calls only at 7 µM; 2C CD8+ T cell-vesicle binding; active compounds read low; hit rate 0.068% among 330,000; AID 2052, 2009;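 active = response, share of CD8 T cells binding vesicles, and their 90th percentile fluorescence all below set limits, cut at about 80% in these data, passing the limit was not always enough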
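System: murine 2C transgenic CD8+ T lymphocytes; also added: QL9-loaded Drosophila micro-vesicles; times: binding 1.5 h at 37 °C; measured by: flow cytometry, PE anti-B7-1 (FL2) versus Alexa647 anti-CD8 (FL8), PFA-fixed; control set: Peptide-free naked vesicles (low) and QL9 vesicles with 0.7% DMSO vehicle (high)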
GPR35 antagonists – GPR35 antagonists blocking zaprinast-driven arrestin recruitment, primary screen, imaging, U2OS, beta-arrestin-GFP, zaprinast agonist (AID 2058) | G-protein coupled receptor 35 (Homo sapiens) | U2OS GPR35 beta-arrestin-GFP translocation imaging, zaprinast antagonism; higher % means a stronger effect | inhibition, % at 10 µM, or IC50 in µM where a hit was titrated | hit rate 0.052% among 290,000;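 active = inhibition of at least 50% with at least 30 cells and total cytoplasm GFP at most 10,000,000; inconclusive = under 30 cells or total GFP of 10,000,000 plus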
Salmonella PhoP GFP – inhibitors of PhoP regulon expression, primary screen, Salmonella Typhimurium, GFP reporter (AID 1863). S. Typhimurium PhoP-regulated promoter GFP reporter, 4 h; higher % means a stronger effect. inhibition, % at 50 µM, or IC50 in µM where a hit was titrated. hit rate 0.16% among 300,000;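 active = inhibition over 29.93%, a cutoff 3 SD above the screen mean, later confirmed by dose response; inconclusive = inhibition over 29.93% but no dose response follow-up; inactive = inhibition at most 29.93% or unconfirmed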;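 note: 0% = low Mg2+ inducing control and 100% = high Mg2+ repressing control; strong numbers were not always called active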
NTR1 ag – agonists of NTR1, primary screen, imaging, U2OS cells, beta-arrestin-GFP, high content (AID 493036); hit rate 0.17% among 330,000; NTR1-U2OS beta-arrestin-GFP spot imaging, agonist mode; Neurotensin receptor type 1 (Homo sapiens), P30989; activation, % at 20 µM;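 active = activation at or above 40% of the spot to cytoplasm intensity ratio, with at least 20 cells analyzed; inconclusive = wells under 20 cells, flagged as cytotoxic or low count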;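 note: 0% = DMSO without peptide and 100% = 100 nM NTR1 peptide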
Target sequence (P30989 whole entry, looked up): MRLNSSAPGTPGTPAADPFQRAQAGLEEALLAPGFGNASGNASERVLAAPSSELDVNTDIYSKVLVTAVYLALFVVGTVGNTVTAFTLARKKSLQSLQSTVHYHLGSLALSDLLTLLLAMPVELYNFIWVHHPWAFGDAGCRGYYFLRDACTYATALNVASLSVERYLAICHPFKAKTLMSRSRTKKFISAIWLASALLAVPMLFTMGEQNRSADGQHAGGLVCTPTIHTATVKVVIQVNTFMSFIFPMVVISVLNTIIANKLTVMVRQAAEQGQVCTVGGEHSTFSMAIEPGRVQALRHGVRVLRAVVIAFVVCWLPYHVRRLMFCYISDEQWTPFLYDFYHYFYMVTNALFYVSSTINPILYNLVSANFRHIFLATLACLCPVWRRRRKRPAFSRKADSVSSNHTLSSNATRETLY
GPR55 activation – GPR55 agonists via beta-arrestin recruitment, primary screen, imaging, U2OS cells, beta-arrestin-GFP redistribution (AID 1961). U2OS GPR55 beta-arrestin-GFP redistribution imaging; higher % means a stronger effect. one-dose activation, % at 10 µM; EC50 in µM for titrated hits. hit rate 0.048% among 290,000;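 active = activation above 40% with more than 50 cells counted in the well; inconclusive = wells holding fewer than 50 cells, flagged as toxic or sparse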;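 note: U2OS osteosarcoma cells stably expressing GPR55 and beta-arrestin-GFP; plate controls were DMSO negative control for no effect and LPI positive control for full effect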
West Nile antiviral – West Nile virus antiviral activity, cell-based, CPE readout (AID 1621); West Nile virus-infected cells, CPE inhibition; higher % means a stronger effect; hit rate 0.02% among 290,000; CPE inhibition, % at 10 µM, or IC50 in µM where a hit was titrated; in the data active = a potency from the dose series; inconclusive = CPE inhibition mostly from about 3.7% at the one dose, without a potency; inactive = the rest, 99 in 100 with CPE inhibition below about 2.2%; note: strong numbers were not always called active
GPR55 antagonists – GPR55 antagonists blocking LPI-driven arrestin recruitment, primary screen, imaging, U2OS, beta-arrestin-GFP, LPI agonist (AID 2013); hit rate 0.13% among 290,000; G-protein coupled receptor 55 (Homo sapiens); one-dose inhibition, % at 10 µM; IC50 in µM for titrated hits; U2OS GPR55 beta-arrestin-GFP translocation imaging, LPI antagonism; higher % means a stronger effect;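 active = spots per cell inhibited over 60%, with over 100 cells counted and total cytoplasm intensity under 500,000; inconclusive = wells with under 100 cells, flagged as likely toxic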;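 note: U2OS cells stably carrying GPR55 and arrestin-GFP stimulated by 5 µM LPI near EC80; imaged beta-arrestin-GFP aggregate spots per cell after agonist stimulation; plate controls were LPI-stimulated DMSO wells for no effect and DMSO wells without LPI for full effect; some results filed as inactive read as strong as hits; confirmed hits need IC50 under 10 µM and bright autofluorescent wells are also inconclusive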
KOR beta-arrestin-1 – KOR agonists, beta-arrestin recruitment, primary screen, cell-based, luminescence, uHTS (AID 1777); Kappa-type opioid receptor (Homo sapiens); KOR beta-arrestin recruitment, luminescence; higher % means a stronger effect; activation, % at 10 µM, or EC50 in µM where a hit was titrated; hit rate 0.02% among 280,000; in the data active = activation above about 50%, passing the limit was not always enough; note: a part of the inactive calls stands beside numbers as strong as those of hits
KOR beta-arrestin-2 – KOR antagonists, beta-arrestin recruitment, cell-based, luminescence, uHTS (AID 1778); Kappa-type opioid receptor (Homo sapiens); KOR beta-arrestin recruitment, luminescence, antagonist mode; higher % means a stronger effect; inhibition, % at 10 µM, or IC50 in µM where a hit was titrated; hit rate 0.091% among 290,000; in the data active = inhibition above about 50%; note: strong numbers were not always called active
T cell HTS vesicle-bound % – also measured in T cell HTS; calls as there; double positive events, %; measured here: CD8+ vesicle-bound cell fraction;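 binding gate set so that unloaded-vesicle control wells show 10% double positive cells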
NTR1 ag cell count 20 µM – also measured in NTR1 ag; calls as there; cell count; measured here: cell count, cytotoxicity flag
Starred values were filed as active, the others as inactive; [ ] = remark or other dose.

How did Cc1ccccc1-n1c(-c2csc(C)c2C)n[nH]c1=S do in these assays?
T cell HTS: inactive; GPR35 antagonists: 4.7%; Salmonella PhoP GFP: 10.9%; NTR1 ag: -1.2; GPR55 activation: -0.2%; West Nile antiviral: -0.5%; GPR55 antagonists: -0.5%; KOR beta-arrestin-1: 2.9%; KOR beta-arrestin-2: 5.1%; T cell HTS vesicle-bound %: 38.7; NTR1 ag cell count 20 µM: 58

Results for Cc1ccc2c(CC(=O)N3CCN(c4ccccc4)CC3)coc2c1 ?
T cell HTS: inactive; GPR35 antagonists: 8.0%; Salmonella PhoP GFP: -7.3%; NTR1 ag: 1.8; GPR55 activation: -0.3%; West Nile antiviral: -1.2%; GPR55 antagonists: -4.8%; KOR beta-arrestin-1: -0.5%; KOR beta-arrestin-2: -53.5%; T cell HTS vesicle-bound %: 19.9; NTR1 ag cell count 20 µM: 60

What do the screens show for `ClCCCc1cn(C[C@H]2CC[C@@H]([C@@H]3CC[C@H](Cn4cc(CCCCl)nn4)O3)O2)nn1`?
T cell HTS: inactive; GPR35 antagonists: 6.7%; Salmonella PhoP GFP: -3.9%; NTR1 ag: -2.8; GPR55 activation: 0.2%; West Nile antiviral: -0.8%; GPR55 antagonists: 18.1%; KOR beta-arrestin-1: -0.9%; KOR beta-arrestin-2: -29.3%[20 µM]; T cell HTS vesicle-bound %: 21.0; NTR1 ag cell count 20 µM: 77

What do the screens show for `CCOC(=O)c1cnc(SSc2ncc(C(=O)OCC)c(N)n2)nc1N`?
T cell HTS: inactive; GPR35 antagonists: 5.1%; Salmonella PhoP GFP: -6.2%; NTR1 ag: 2.9; GPR55 activation: 0.6%; West Nile antiviral: -0.7%; GPR55 antagonists: 2.8%; KOR beta-arrestin-1: 0.7%; KOR beta-arrestin-2: -37.4%[20 µM]; T cell HTS vesicle-bound %: 53.7; NTR1 ag cell count 20 µM: 56

What do the screens show for `COc1cc(C2Nc3ccc4ncccc4c3C3=C2C(=O)CC(C)(C)C3)cc(OC)c1O` (centres undefined)?
T cell HTS: inactive; GPR35 antagonists: 3.2%; Salmonella PhoP GFP: 0.2%; NTR1 ag: 1.5; GPR55 activation: -0.1%; West Nile antiviral: 1.5%; GPR55 antagonists: 1.0%; KOR beta-arrestin-1: 3.7%; KOR beta-arrestin-2: -3.6%; T cell HTS vesicle-bound %: 53.6; NTR1 ag cell count 20 µM: 56

Results for N#C/C(=C/c1ccc(N2CCOCC2)o1)c1ccc(Br)cc1 ?
T cell HTS: inactive; GPR35 antagonists: 37.8%; Salmonella PhoP GFP: -4.1%; NTR1 ag: -2.4; GPR55 activation: -0.1%; West Nile antiviral: -0.3%; GPR55 antagonists: inconclusive; KOR beta-arrestin-1: 1.2%; KOR beta-arrestin-2: 18.0%; T cell HTS vesicle-bound %: 55.1; NTR1 ag cell count 20 µM: 37

What do the screens show for `O=C(Nc1cccc(NC(=O)C2CC2)n1)C1CC1`?
T cell HTS: inactive; GPR35 antagonists: -10.7%; Salmonella PhoP GFP: -8.5%; NTR1 ag: -1.3; GPR55 activation: -0.3%; West Nile antiviral: -0.3%; GPR55 antagonists: 7.6%; KOR beta-arrestin-1: 3.6%; KOR beta-arrestin-2: -44.4%; T cell HTS vesicle-bound %: 48.3; NTR1 ag cell count 20 µM: 74

How did CC(=O)Nc1nc2ccccc2n1Cc1ccc(C)cc1 do in these assays?
T cell HTS: inactive; GPR35 antagonists: 8.1%; Salmonella PhoP GFP: 4.4%; NTR1 ag: -0.4; GPR55 activation: -0.4%; West Nile antiviral: -0.8%; GPR55 antagonists: 9.1%; KOR beta-arrestin-1: -3.7%; KOR beta-arrestin-2: -5.1%; T cell HTS vesicle-bound %: 32.9; NTR1 ag cell count 20 µM: 43

Results for Cc1cccc(C2CC3(CC(C)(C)NC(=S)N3)Oc3cc(O)ccc32)c1 (centres undefined) ?
T cell HTS: inactive; GPR35 antagonists: 8.1%; Salmonella PhoP GFP: -4.9%; NTR1 ag: 2.0; GPR55 activation: -0.2%; West Nile antiviral: -0.9%; GPR55 antagonists: -5.2%; KOR beta-arrestin-2: -34.9%[20 µM]; T cell HTS vesicle-bound %: 21.4; NTR1 ag cell count 20 µM: 43

What do the screens show for `O=C(O)CC/C(=C\c1ccc(Cl)c([N+](=O)[O-])c1)c1nc2ccccc2s1`?
T cell HTS: inactive; GPR35 antagonists: 2.1%; Salmonella PhoP GFP: -37.9%; NTR1 ag: 3.3; GPR55 activation: -0.3%; West Nile antiviral: 0.1%; GPR55 antagonists: 0.5%; KOR beta-arrestin-1: 5.9%; KOR beta-arrestin-2: -3.7%; T cell HTS vesicle-bound %: 45.0; NTR1 ag cell count 20 µM: 68

What do the screens show for `O=C(NCCc1ccccc1)c1cccc(S(=O)(=O)N2CCCCC2)c1`?
T cell HTS: inactive; GPR35 antagonists: -5.0%; Salmonella PhoP GFP: -0.4%; NTR1 ag: -0.2; GPR55 activation: -0.1%; West Nile antiviral: -0.5%; GPR55 antagonists: 5.2%; KOR beta-arrestin-1: 4.4%; KOR beta-arrestin-2: -19.3%; T cell HTS vesicle-bound %: 48.3; NTR1 ag cell count 20 µM: 55

Results for Cn1c(=O)c2[nH]c(SCC(=O)c3ccc(F)cc3)nc2n(C)c1=O ?
T cell HTS: inactive; GPR35 antagonists: 4.9%; Salmonella PhoP GFP: -4.6%; NTR1 ag: -0.4; GPR55 activation: -0.1%; West Nile antiviral: 0.4%; GPR55 antagonists: -4.7%; KOR beta-arrestin-1: 2.1%; KOR beta-arrestin-2: 12.8%; T cell HTS vesicle-bound %: 28.5; NTR1 ag cell count 20 µM: 67

How did Cc1c(C(=O)N2CCCCCC2)c(S(=O)(=O)NCc2ccccc2Cl)c(C)n1C do in these assays?
T cell HTS: inactive; GPR35 antagonists: -8.7%; Salmonella PhoP GFP: -3.7%; NTR1 ag: 0.3; GPR55 activation: -0.3%; West Nile antiviral: -0.1%; GPR55 antagonists: 8.6%; KOR beta-arrestin-1: 6.9%; KOR beta-arrestin-2: -13.1%; T cell HTS vesicle-bound %: 10.2; NTR1 ag cell count 20 µM: 68

Results for C/C(=N\OC(=O)c1ccc(OC(C)C)cc1)c1ccc(C)c(C)c1 ?
T cell HTS: inactive; GPR35 antagonists: -7.4%; Salmonella PhoP GFP: -6.8%; NTR1 ag: 6.7; GPR55 activation: -0.1%; West Nile antiviral: 0.3%; GPR55 antagonists: 1.0%; KOR beta-arrestin-1: -1.7%; KOR beta-arrestin-2: 11.7%; T cell HTS vesicle-bound %: 63.9; NTR1 ag cell count 20 µM: 51

What do the screens show for `CN1CCN(S(=O)(=O)c2cccc(C(=O)NCCOc3ccccc3F)c2)CC1`?
T cell HTS: inactive; GPR35 antagonists: 1.8%; Salmonella PhoP GFP: 1.6%; NTR1 ag: 0.2; GPR55 activation: -0.1%; West Nile antiviral: -0.5%; GPR55 antagonists: 12.8%; KOR beta-arrestin-1: -4.1%; KOR beta-arrestin-2: 15.5%; T cell HTS vesicle-bound %: 9.9; NTR1 ag cell count 20 µM: 56

How did Cc1ccc(NC(=O)C2C3C=CC4(O3)C2C(=O)N(CCCN2CCOCC2)C4C(=O)NC2CCCCC2)cc1Cl (centres undefined) do in these assays?
T cell HTS: inactive; GPR35 antagonists: 5.1%; Salmonella PhoP GFP: 0.4%; NTR1 ag: 0.9; GPR55 activation: -0.1%; West Nile antiviral: 0.3%; GPR55 antagonists: 14.2%; KOR beta-arrestin-1: 2.7%; KOR beta-arrestin-2: -21.1%; T cell HTS vesicle-bound %: 49.0; NTR1 ag cell count 20 µM: 48

What do the screens show for `Cc1cccc(C)c1NC(=S)N1CCOCC1`?
T cell HTS: inactive; GPR35 antagonists: -3.5%; Salmonella PhoP GFP: -1.4%; NTR1 ag: -0.7; GPR55 activation: -0.1%; West Nile antiviral: 0.1%; GPR55 antagonists: 3.3%; KOR beta-arrestin-1: 0.1%; KOR beta-arrestin-2: 18.0%; T cell HTS vesicle-bound %: 45.5; NTR1 ag cell count 20 µM: 66

How did C#CCNC(=O)C1=C[C@@H](C2CCCCC2)C[C@@H](OCCCCO)O1 do in these assays?
GPR35 antagonists: 0.8%; Salmonella PhoP GFP: -9.8%; NTR1 ag: -0.5; GPR55 activation: -0.2%; West Nile antiviral: -0.5%; GPR55 antagonists: -10.1%; KOR beta-arrestin-1: 0.3%; KOR beta-arrestin-2: -8.7%; NTR1 ag cell count 20 µM: 48

How did CCOc1ccc(NC(=O)CCC(=O)N2CCSc3ccccc32)cc1 do in these assays?
T cell HTS: inactive; GPR35 antagonists: 0.7%; NTR1 ag: -2.4; GPR55 activation: -0.3%; West Nile antiviral: 0.3%; GPR55 antagonists: 21.6%; KOR beta-arrestin-1: -5.4%; KOR beta-arrestin-2: 16.1%[20 µM]; T cell HTS vesicle-bound %: 24.4; NTR1 ag cell count 20 µM: 51

What do the screens show for `COc1ccc2cc(/C=C/C(=O)c3ccco3)c(Cl)nc2c1`?
T cell HTS: inactive; GPR35 antagonists: -1.9%; Salmonella PhoP GFP: -31.2%; NTR1 ag: 5.9; GPR55 activation: -0.1%; GPR55 antagonists: -0.9%; KOR beta-arrestin-1: 5.3%; KOR beta-arrestin-2: -5.3%; T cell HTS vesicle-bound %: 11.9; NTR1 ag cell count 20 µM: 91

Results for Cc1cccc2c1-c1sc(C(=O)NCCCN3CCCC(C)C3)cc1CO2 (centres undefined) ?
T cell HTS: inactive; GPR35 antagonists: 17.1%; Salmonella PhoP GFP: -13.3%; NTR1 ag: 8.2; GPR55 activation: 0.7%; West Nile antiviral: -0.3%; GPR55 antagonists: 7.7%; KOR beta-arrestin-1: -0.1%; KOR beta-arrestin-2: -54.5%; T cell HTS vesicle-bound %: 6.7; NTR1 ag cell count 20 µM: 42

How did Cc1onc(-c2ccccc2Cl)c1C(=O)Nc1nnc(Cc2ccc(Cl)cc2)s1 do in these assays?
T cell HTS: inactive; GPR35 antagonists: 3.8%; Salmonella PhoP GFP: -2.4%; NTR1 ag: 2.8; GPR55 activation: 0.3%; West Nile antiviral: 0.1%; GPR55 antagonists: 11.8%; KOR beta-arrestin-1: -1.0%; KOR beta-arrestin-2: 27.2%; T cell HTS vesicle-bound %: 6.1; NTR1 ag cell count 20 µM: 57
